Assay outcomes deposited in PubChem by Broad Institute.
PAX8 reporter: PAX8 transcriptional activity inhibition; RMG-I TPO-luciferase reporter, SteadyGlo, 24 h; inhibition, % at 12.6 µM; 1.2% of 360,000 active; AID 652154;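 active = mean replicate inhibition at least 60% with every replicate also reaching 60%; inconclusive = only one of the two criteria is met; inactive = mean below 60% and not all replicates reaching 60%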;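 also: luciferase light reporting Pax8 driven TPO promoter activity; plate controls were median of neutral control wells for no effect and mitoxantrone controls for full effect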
ERp5 block: blocks human ERp5 reductase activity on insulin; 0.05% of 350,000 active; ERp5 insulin aggregation, absorbance 650 nm, 90 min; inhibition, % at 9.99 µM; Q15084; AID 651711;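 active = mean replicate inhibition above about 25%, with every replicate also reaching it, limit read from the data, passing the limit was not always enough; inconclusive = only one of those two criteria met; inactive = neither criterion met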
Target sequence (Q15084 whole entry, looked up): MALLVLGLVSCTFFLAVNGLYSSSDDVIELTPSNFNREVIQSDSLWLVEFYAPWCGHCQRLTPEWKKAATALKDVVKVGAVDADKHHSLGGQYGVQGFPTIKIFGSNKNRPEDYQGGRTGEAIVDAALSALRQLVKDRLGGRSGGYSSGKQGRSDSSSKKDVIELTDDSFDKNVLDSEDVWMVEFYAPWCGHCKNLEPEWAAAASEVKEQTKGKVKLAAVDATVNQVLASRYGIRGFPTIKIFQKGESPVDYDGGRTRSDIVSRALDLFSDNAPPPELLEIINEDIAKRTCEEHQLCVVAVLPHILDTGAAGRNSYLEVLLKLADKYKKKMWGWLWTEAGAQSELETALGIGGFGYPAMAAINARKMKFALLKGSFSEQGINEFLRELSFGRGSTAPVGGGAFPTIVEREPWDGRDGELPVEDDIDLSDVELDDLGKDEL
GSIS activator: primary screen for activators of insulin secretion dependent on glucose, INS-1E cells, GLuc reporter luminescence; 0.61% of 370,000 active; INS-1E GLuc reporter insulin secretion, 2-3 h; activation, % at 16.6 µM;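 active = lowest replicate activation of at least 40%, so every replicate reaches that level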;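 also: 0% = median of neutral control wells and 100% = median of IBMX positive control wells; some compounds called inactive have numbers as strong as hits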
ARNT-TACC3 inh: disruptors of human ARNT/TACC3 interaction; inhibition, % at 9.99 µM; Q9Y6A5; AID 623870; AlphaScreen His-ARNT PAS-B/GST-TACC3 binding, luminescence; TACC3 fragment carries E629A point mutation; 0.66% of 390,000 active;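 active = mean inhibition of replicates at least 50% and at least half of replicates each reaching 50%; inconclusive = half or more replicates reach 50% but mean below 50%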;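 also: 0% = complete ARNT plus TACC3 wells and 100% = ARNT alone without TACC3; many hits fall short of the cut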
XiGFP reactiv: X-chromosome reactivation activator; XiGFP mouse fibroblasts, % GFP-positive cells imaging, 3 d; cells co-treated with 5-aza-dC sensitizer; scaled so ellipticine positive control = 100%; activation, % at 7.58 µM; 0.055% of 360,000 active; AID 743238;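 active = mean normalized replicate activation at least 10% and every replicate at or above 10%; inconclusive = only one of the two criteria met; inactive = mean below 10% and not all replicates reach 10%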;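 also: 0% = median of on-plate neutral control wells and 100% = ellipticine 6 µM median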
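System: 68-5-11 XiGFP fibroblast line | Buffer or medium: DMEM containing 5-aza-dC | Compound: Single point | Times: Compounds 3 days, fix/stain 15 min at room temperature | Benchmarks: Positive control ellipticine, 6 µM final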
F508del corr: correctors of CFTR F508del function in bronchial epithelial cells; CFBE cells, YFP halide quenching; stimulated with forskolin plus potentiator P3; % fluorescence drop versus neutral controls; activity (quench increase), % at 7.58 µM; 0.36% of 350,000 active; AID 720511;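 active = mean added fluorescence quench of at least 8% versus neutral control, with both replicates also reaching 8%; inconclusive = only one of the mean or replicate conditions met; inactive = mean below 8% and not both replicates reaching 8%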;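 also: cells transiently co-express mutant CFTR-F508del with the halide-sensitive YFP; corrector assay measuring rescue of mutant channel to the surface after 24 h compound exposure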
EWS-Fli block: blocks EWS/Fli oncoprotein-driven transcription; A673 NR0B1-luciferase reporter, viability-normalised; inhibition, % at 12.6 µM; 0.67% of 350,000 active;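 active = mean inhibition of at least 50% after viability correction, with every replicate also passing that limit; inconclusive = mean reaches 50% but only one of two replicates passes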;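 also: firefly luciferase signal divided by Alamar Blue viability fluorescence both relative to DMSO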
DENV2 CPE rescue: inhibitors of DENV2 cytopathic effect. DENV2-infected cells, cytopathic effect rescue, plate reader. CPE inhibition, % at 9.99 µM. 1.7% of 350,000 active. AID 651640; in the data active = CPE inhibition above about 20%, passing the limit was not always enough; inconclusive = no clear call, values can overlap the other calls; tested in BHK-21 cells;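 also: 0% = median of neutral control wells and 100% = median of positive control wells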
The depositor's hits bear a star; ? = inconclusive; . = no result given; & = joins results of further samples. The order is random (roughly 4.2% active in at least one column).

SMILES	PAX8 reporter	ERp5 block	GSIS activator	ARNT-TACC3 inh	XiGFP reactiv	F508del corr	EWS-Fli block	DENV2 CPE rescue
C[C@@H]1CCCCO[C@H](CN(C)CC2CCCCC2)[C@H](C)CN([C@H](C)CO)C(=O)c2cc(NC(=O)c3ccncc3)ccc2O1	8	-1	1	3	-0.1	1.2	.	5
O=C(Nc1ccc(CN2CCOCC2)cc1)c1ccc(Cl)cc1Cl	-25	0	-1	-9	-0.1	-0.6	-37	-3
COc1ccc(CNS(=O)(=O)NCc2ccc(C)cc2)cc1OC	10	-3	-8	.	0.2	-1.1	9	11
CN(C)S(=O)(=O)n1cc(/C=C(\NC(=O)c2ccccc2F)C(=O)N2CCCCC2)c2ccccc21	-15	5	32	.	-0.1	-1.5	-1	-10
Cn1c(=O)[nH]c(=O)c2c1nc(CN1CCOCC1)n2CCCO	.	4	-7	-7	.	-2.0	5	4
O=C(/C=C/c1cn(-c2ccccc2)nc1-c1ccccc1)Nc1ccc(C(=O)O)cc1	20	-17	-42	24	0.0	-0.8	-25	1
CC(=O)Nc1c(C)nn(C(C)=O)c1C	12	.	-3	-11	-0.1	.	.	.
COc1cccc(CN2CCN(C(=O)c3cc(-c4cccnc4)nc4ccc(C)cc34)CC2)c1	27	-4	-7	5	0.1	1.4	6	-9
COc1ccc(-c2cc([C@H]3[C@@H]4C=CCC[C@@]4(C)C(=O)N3Cc3ccccc3)ccc2F)cc1	-5	6	16	2	1.1	-0.3	11	-11
COc1ccccc1NC(=O)Cn1nnc(C(=O)NCCc2ccccc2)c1N	12	.	11	-4	0.0	.	.	.
CC1(C)C(C=C(Cl)Cl)C1C(=O)OCc1cccc(Oc2ccccc2)c1 (stereo not drawn)	-7	1	-7	-56	-0.1	0.1	-5	2
Nc1nc(=O)c2ccccc2s1	13	-5	.	-9	0.0	-2.3	5	-1
Cc1ncoc1C(=O)N1CCCC(CCC(=O)NCc2ccc(F)c(F)c2)C1 (stereo not drawn)	-11	6	4	1	0.0	-1.2	-13	0
CO[C@@H]1CN(C)C(=O)c2cc(NC(=O)C3CCC3)ccc2OC[C@@H](C)N(C)C[C@@H]1C	-7	.	6	.	-0.1	-1.4	-1	.
CC1Cc2[nH]c(=S)[nH]c(=O)c2C(C(C)C)O1 (stereo not drawn)	-7	-4	-4	.	-0.1	4.5	-12	-6
CCN(CC)S(=O)(=O)c1ccc(OC)c(NC(=O)CSc2cc(Cl)ccc2Cl)c1	-8	.	-12	3	0.4	.	.	.
C[C@@H]1CN([C@H](C)CO)C(=O)c2c(c3ccccc3n2C)-c2ccccc2CO[C@@H]1CN(C)C(=O)[C@@H]1CCCN1C	-2	5	6	7	0.0	-0.8	5	2
CCOc1ccc(-c2c(C(=O)N/N=C/c3sccc3C)nnn2-c2nonc2N)cc1	8	0	.	1	-0.1	-0.7	0	-1
Cc1ccc(S(=O)(=O)Nc2ccc3c(c2)C(=O)N([C@H](C)CO)C[C@H](C)[C@H](CN(C)C)OCCCC[C@@H](C)O3)cc1	-17	.	13	.	0.0	-5.1	-6	.
N#C[C@H]1[C@@H](c2ccccc2C2=CCCCC2)[C@H](CO)N1C(=O)Cc1ccncc1	.	-3	15	.	0.0	1.6	-2	-2
Oc1ccc(Cl)cc1C=NN1CCCCCC1	-115	6	.	.	0.0	1.5	-73	-7
CC(=O)Nc1ccc(S(=O)(=O)N2c3ccccc3C(C)=CC2(C)C)cc1	59	-6	-18	-3	0.2	9.5*	34	-1
C[C@H](O)C#Cc1ccc2c(c1)O[C@@H](CN(C)Cc1cccnc1)[C@@H](C)CN([C@H](C)CO)S2(=O)=O	.	-1	12	2	-0.2	1.6	4	3
C[C@H]1CN([C@@H](C)CO)C(=O)c2cc(C#CC3(O)CCCC3)cnc2O[C@@H]1CN(C)C(=O)C1CC1	.	.	6	.	-0.3	-1.1	7	.
Cc1cc2[nH]c3ccccc3c2c(C)n1	17	4	14	8	0.0	.	4	0
O=c1cc(N=Nc2ccc(Cl)cc2)[nH]c(=O)[nH]1	-28	-1	0	-3	0.0	-0.5	-1	-1
Cc1ncn(-c2ccccc2)c1-c1ccccc1	18	3	20	-10	0.7	-0.6	-1	8
Cc1ccc(OCC(=O)NNC(=O)CSc2ncc(C#N)c(N)n2)cc1	-3	.	8	5	0.1	.	.	.
C[C@H](CO)N1C[C@H](C)[C@@H](CN(C)S(=O)(=O)c2ccccc2)Oc2c(NS(=O)(=O)c3ccc(F)cc3)cccc2C1=O	-20&3	3&3	25&-37	3	-1.1&0.0	0.5&-1.1	1&13	-7&6
C[C@@H]1CN([C@H](C)CO)S(=O)(=O)c2ccc(-c3cccc(C#N)c3)cc2O[C@H]1CN(C)C(=O)c1cccnc1	.	13	7	-4	-0.6	4.8	7	3
C[C@@H]1CN([C@H](C)CO)C(=O)c2cc(NS(C)(=O)=O)ccc2O[C@@H]1CN(C)S(=O)(=O)c1cn(C)cn1	.	-3	18	0	0.1	-1.4	-42	2
C[C@H]1CN([C@@H](C)CO)S(=O)(=O)c2ccc(C#Cc3ccccc3)cc2O[C@H]1CN(C)C(=O)Nc1ccccc1	-38	-7	4	-9	-1.3	0.3	-3	1
COc1ccc(CCN(C)C(=O)/C=C/c2c(Cl)nc3ccccn23)cc1OC	10	3	50	-1	0.0	1.2	-4	-10
Cc1ccnc(Nc2cccnc2)n1	-8	-4	0	.	0.1	0.6	-20	-2
Cc1ccc(-c2csc(NC(=O)C[n+]3cc(-c4ccccc4)n4c3CCC4)n2)cc1	23	-3	-17	.	0.1	-1.3	-2	-12
C[C@H](NC(=O)CCCn1nnc2ccccc2c1=O)C(=O)O	20	1	15	-4	0.2	0.0	9	3
C[C@H](O)C#Cc1cnc2c(c1)C(=O)N([C@H](C)CO)C[C@@H](C)[C@H](CN(C)C(=O)Cc1ccccn1)O2	.	-2	17	-19	-0.9	1.6	-4	1
CCCNC(=O)N[C@H]1CC[C@@H](CCn2cc(C3CCCC3)nn2)O[C@@H]1CO	4	11	2	12	0.0	-1.5	-7	-10
O=C(NCc1ccc2c(c1)OCO2)C1CC(=O)N(c2ccc(Cl)cc2)C1 (stereo not drawn)	-15	1	14	-21	0.0	2.2	1	-7
C[C@H]1CCCCO[C@@H](CN(C)Cc2ccc3c(c2)OCO3)[C@@H](C)CN([C@@H](C)CO)C(=O)c2cc(NC(=O)Nc3ccc(F)cc3)ccc2O1	87*	1	-14	16	-1.1	-1.0	74*	23*
Cc1noc(C)c1NC(=O)N(C)C[C@H]1Oc2ncc(C#CC3CC3)cc2C(=O)N([C@H](C)CO)C[C@H]1C	.	-5	6	-5	-0.2	-1.2	-12	?
COCCn1nnnc1C(c1cccs1)N1CCN(c2ccccc2)CC1 (stereo not drawn)	.	9	12	-2	.	.	.	-14
Cc1ccc(S(=O)(=O)N2CCN(C(=O)[C@H](Cc3ccccc3)NC(=O)c3ccco3)CC2)cc1	13	5	-7	1	0.0	2.8	-9	?
CCn1c(SCC(=O)NC2CCCC2)nnc1-c1ccncc1	-16	2	0	-2	0.4	0.0	-12	5
CCCNC(=O)N1[C@H](CO)[C@H](c2ccccc2)[C@H]1CNC(=O)C1CCCCC1	.	-5	13	.	0.2	0.0	.	-12
O=C(OCc1ccccc1)/C(=C/c1cccc([N+](=O)[O-])c1)NC(=O)c1ccco1	16	-1	-9	18	0.2	0.0	14	-5
COc1cc(CC(=O)OCC(=O)Nc2cc([N+](=O)[O-])ccc2Cl)cc(OC)c1OC	33	2	.	12	0.6	.	-6	-9
C[C@H](CO)N1C[C@H](C)[C@@H](CN(C)Cc2ccc3c(c2)OCO3)Oc2c(NC(=O)Nc3cccc4ccccc34)cccc2C1=O	16	-1	-6	.	-1.3	-2.3	.	0
C[C@H]1CCCCO[C@H](CN(C)C(=O)Nc2ccc(F)cc2)[C@@H](C)CN([C@@H](C)CO)C(=O)c2cc(NS(=O)(=O)c3cn(C)cn3)ccc2O1	0	10	5	6	0.1	-0.8	-11	-4
Cc1ccc(-n2cc(CN(C)Cc3nccn3C)c(-c3cccc(C)c3)n2)cc1	39	4	-29	.	0.4	-2.6	7	0

Next section:
SMILES	PAX8 reporter	ERp5 block	GSIS activator	ARNT-TACC3 inh	XiGFP reactiv	F508del corr	EWS-Fli block	DENV2 CPE rescue
Cc1ccccc1CNC(=O)/C=C\C(=O)O	-1	.	12	-3	0.1	.	.	.
CC(=O)NC[C@@H]1[C@@H](c2ccc(C3=CCCCC3)cc2)[C@@H](CO)N1C(=O)C1CC1	.	-2	-2	.	0.2	-2.3	.	0
Cc1cc(C)cc(N(C(=O)CNC(=O)c2ccco2)C(C(=O)NC2CCCCC2)c2cccnc2)c1 (stereo not drawn)	-3	-3	0	-3	0.4	-3.0	-1	6
CC1COC(C)(CC(=O)NN2C(=O)c3ccccc3C2=O)O1 (stereo not drawn)	8	3	0	-5	0.1	-0.6	8	?
CCCCNC(=O)C1COc2ccccc2O1 (stereo not drawn)	.	4	5	-4	.	1.8	-6	1
Cn1nnnc1Sc1ncnc2scc(-c3cccc(S(C)(=O)=O)c3)c12	106*	2	33	0	-0.3	-12	-17	16
Cc1cc(C(=O)CSc2ncccn2)c(C)n1-c1cccc(F)c1	-155	.	3	-4	0.1	.	.	.
CCC(=O)Nc1cccc(NC(=S)NC(=O)c2ccc(C)cc2)c1	-242	1	-7	14	0.2	-1.7	-45	1
CC(=O)N1CCN(c2ccc([N+](=O)[O-])c(-n3nc(C)cc3C)c2)CC1	-11	-1	6	7	-0.3	.	-15	-3
Nc1nc(COC(=O)C2CC(=O)N(Cc3ccccc3Cl)C2)nc(Nc2ccccc2)n1 (stereo not drawn)	-3	.	10	5	0.0	-1.9	-8	-10
CN(C(=O)c1ccc(NC(=O)Cc2cccc(NC(=O)C3CCN(C(=O)c4ccccc4)CC3)c2)cc1)C1CCCC1	5	-2	1	-4	0.2	-2.3	-5	9
COc1ccccc1-n1nnnc1SCC(=O)NCC1(N2CCCCC2)CCCCC1	6	8	18	12	-0.5	-0.9	1	4
COc1ccc(NC(=O)N2CC(=O)N3[C@H](CO)[C@@H](c4ccc(-c5ccc(C)cc5)cc4)[C@@H]3C2)cc1	0	3	-6	.	-0.1	3.9	-3	11
CC(C)NC(=O)Nc1ccc2c(c1)C(=O)N([C@H](C)CO)C[C@@H](C)[C@H](CN(C)C(=O)Nc1ccc(F)cc1)OCCCC[C@@H](C)O2	-10	1	-10	-2	0.4	-2.0	-3	-6
O=C(COC(=O)C1(c2ccccc2)CC1)NNC(=O)c1ccccc1F	-1	-5	-8	.	0.2	0.6	-2	-5
Cn1cccc1/C=N/NC(=O)c1ccccn1	-75	12	13	24	-0.1	-1.9	-74	-4
Cc1ccc(/C=N/NC(=O)c2n[nH]c3c2CCCC3)cc1	?	2	-1	.	0.2	0.8	40	-4
CN(c1cccc(NC(=O)CN(c2cccc(F)c2)S(C)(=O)=O)c1)S(C)(=O)=O	5	16	-4	-8	0.2	-1.5	1	2
C[C@@H]1CCCCO[C@@H](CN(C)Cc2ccc3c(c2)OCO3)[C@@H](C)CN([C@@H](C)CO)C(=O)c2cc(NC(=O)C3CCCCC3)ccc2O1	-1	2	-20	7	0.0	-1.5	11	-3
